Nrf2 inh: blocks Nrf2 signaling; A549 ARE-Fluc reporter, luciferase luminescence, 18-24 h; Potency, µM (titrated, usually from 46 µM), for the others: top-dose activity change, negative = inhibition, most hits filed as inhibitors; actives 2.1% (n = 360,000); also: % is scaled to controls: 0 for no effect and ±100 for the full control effect; nearly all actives have a fitted effect of over 60% in size
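A549 ARE_Fluc cells (5000/well, 5% FBS OPTI-MEM) pre-incubated 2 h, then treated with compounds 18-24 h at 37C/5% CO2 in concentration-response. CellTiter-Fluor viability read first; BugLite luciferase luminescence after 15 min at room temperature gives Nrf2 activity.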
S2 tox: viability counter-screen for ATXN expression inhibitors. actives 0.49% (n = 400,000). Potency, µM (doses to about 56.7 µM), most hits filed as cytotoxic. S2 cells (HEK-293 line with an ATXN2-luciferase reporter) viability, CellTiter-Fluor protease fluorescence, 24 h; also: nearly all actives have a fitted effect of over 40% in size
MCF10A rereplic: DNA re-replication induction in MCF 10a cells | Potency, µM (titrated, usually from 46.1 µM), without a hit: at the top dose activity, positive = re-replication, most hits filed as activators | MCF 10A DNA re-replication, Hoechst nuclear intensity, 48 h | AID 624296 | actives 2.9% (n = 350,000); also: % of control where 0% means no effect; nearly all actives have a fitted effect of over 50% in size
EPAC2 antagonist: antagonists of human EPAC2; EPAC2 GEF exchange of Rap1B-BODIPY-GDP, fluorescence; actives 0.18% (n = 360,000); Potency, µM (titrated, usually from 114 µM), without a hit: top-dose activity, negative = inhibition, usual class: inhibitors; Q8WZA2; also: % is scaled to controls: 0 for no effect and ±100 for the full control effect; nearly all actives have a fitted effect of over 45% in size; many of its hits are not listed in these tables
Target sequence (Q8WZA2 whole entry, looked up): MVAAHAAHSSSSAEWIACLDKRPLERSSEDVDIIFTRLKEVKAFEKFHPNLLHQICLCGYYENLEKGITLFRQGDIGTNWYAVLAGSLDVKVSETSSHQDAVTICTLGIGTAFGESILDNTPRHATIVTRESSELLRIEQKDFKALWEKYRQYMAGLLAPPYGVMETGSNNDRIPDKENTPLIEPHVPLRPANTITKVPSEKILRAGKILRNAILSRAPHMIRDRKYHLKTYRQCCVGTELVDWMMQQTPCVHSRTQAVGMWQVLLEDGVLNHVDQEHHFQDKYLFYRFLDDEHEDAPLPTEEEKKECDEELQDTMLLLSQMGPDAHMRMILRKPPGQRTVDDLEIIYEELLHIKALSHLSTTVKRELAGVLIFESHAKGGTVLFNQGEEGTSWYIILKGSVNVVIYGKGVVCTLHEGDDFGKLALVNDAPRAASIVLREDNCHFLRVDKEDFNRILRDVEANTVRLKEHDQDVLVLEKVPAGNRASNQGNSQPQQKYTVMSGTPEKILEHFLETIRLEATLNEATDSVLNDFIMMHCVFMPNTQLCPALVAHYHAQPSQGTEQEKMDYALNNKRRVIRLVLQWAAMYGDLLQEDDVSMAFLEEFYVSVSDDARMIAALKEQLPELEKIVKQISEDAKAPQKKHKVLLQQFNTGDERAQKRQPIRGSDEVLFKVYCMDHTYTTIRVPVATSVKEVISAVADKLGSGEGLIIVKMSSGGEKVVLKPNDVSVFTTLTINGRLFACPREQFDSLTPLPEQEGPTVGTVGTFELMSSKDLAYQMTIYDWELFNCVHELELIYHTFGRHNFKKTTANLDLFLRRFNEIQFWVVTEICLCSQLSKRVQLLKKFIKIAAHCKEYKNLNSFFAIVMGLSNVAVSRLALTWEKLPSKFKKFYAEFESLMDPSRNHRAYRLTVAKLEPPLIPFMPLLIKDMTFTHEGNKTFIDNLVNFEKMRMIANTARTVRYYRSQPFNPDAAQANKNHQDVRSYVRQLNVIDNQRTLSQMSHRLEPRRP
ATXN2 expr inh: inhibitors of ATXN2 expression | HEK-293 ATXN2-luciferase reporter, luminescence, 24 h | Potency, µM (top dose mostly 57 µM), for inactives: at the top dose activity change, negative = inhibition, hits mostly inhibitors | actives 0.72% (n = 360,000); also: % is scaled to controls: 0 for no effect and ±100 for the full control effect; nearly all actives have a fitted effect of over 55% in size
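ATXN2-luciferase reporter cells (luciferase flanked by upstream and downstream ATXN2 gene portions) were treated 24 h at 37 °C with compounds at up to 57 uM. SteadyGlo luminescence gave expression; GF-AFC fluorescence gave viability.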
A549 tox: kills or reduces viability of A549 cells in Nrf2 counter-screen | A549 ARE-Fluc cells, CellTiter-Fluor viability, 18-24 h | actives 0.16% (n = 390,000) | Potency, µM (series often up to 46 µM), inactives show top-dose activity change, negative = cytotoxicity, actives largely listed as inhibitors | AID 504648; also: % is scaled to controls: 0 for no effect and ±100 for the full control effect
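A549 ARE_Fluc cells in 5% FBS OPTI-MEM were exposed to compounds in concentration-response for 18-24 h at 37 deg C. Viability was read by CellTiter-Fluor fluorescence (Ex 405/Em 525) after 30 min, before the luciferase read.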
TGFb SMAD3 inh: inhibitors of TGF-b signaling; HepG2 CAGA-GFP TGF-b/SMAD3 reporter, GFP fluorescence, 18 h; TGF-beta stimulated, 500 pg/mL final; Potency, µM (titrated, usually from 46.1 µM), for the others: top-dose activity, negative = inhibition, usual class: inhibitors; actives 1.2% (n = 410,000); also: % is scaled to controls: 0 for no effect and ±100 for the full control effect; nearly all actives have a fitted effect of over 65% in size
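TGF-beta reporter screen: HEPG2 CAGA-GFP, 1% FBS, 500 pg/mL TGF-beta final, 18 h; per-cell GFP summed per well; curves fitted and categorized by class.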
HepG2 tox: HepG2 cytotoxicity, counter-screen for TGF-b inhibitors | HepG2 CAGA-GFP viability, ATP luminescence, 18 h | AID 588856 | actives 0.76% (n = 410,000) | Potency, µM (series often up to 46.1 µM), for the others: at the top dose activity change, negative = cytotoxicity, most hits filed as cytotoxic; also: some results filed as inactive show a strong effect at the top dose
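HepG2 CAGA-GFP cells (1000/well, DMEM with 1% FBS) received compound, then TGF-beta at 500 pg/mL final, and were incubated 18 hours at 37 degrees C. Viability was read by CellTiter-Glo luminescence. Media-only wells were set as complete cell-killing and DMSO as no toxicity.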
Nrf2 activator: activates Nrf2 signaling | Potency, µM (titrated, usually from 46.1 µM), for inactives: at the highest dose activation, actives largely listed as activators | actives 0.31% (n = 410,000) | AID 624171 | AREc32 ARE-luciferase reporter (MCF7-derived line), luminescence, 24 h; also: % of control where 0% means no effect; nearly all actives have a fitted effect of over 65% in size
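AREc32 cells carrying an ARE-driven firefly luciferase reporter were seeded at 1000 cells/well in OPTI-MEM with 5% FBS, then exposed to compound for 24 hr at 37 deg C. Luminescence was read with Steady-Glo after 30 min at RT.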
An asterisk follows results filed as active; i = inactive; ? = inconclusive; / = not tested or not shown; [ ] = another dose, or the depositor's remark. Calls follow the shape of the dose curve; as a rule, active = well fitted curve in the direction sought with a large enough effect; inconclusive = small, poorly fitted or top-dose-only effect, or another doubt; inactive = no such curve, though single readings can be large; an effect the other way counts as inactive or inconclusive. Potency is read from the fitted curve at half-maximal effect. An excerpt; count on the stated rates, not on these rows.

SMILES	Nrf2 inh	S2 tox	MCF10A rereplic	EPAC2 antagonist	ATXN2 expr inh	A549 tox	TGFb SMAD3 inh	HepG2 tox	Nrf2 activator
CC(C)n1c(SCC(=O)Nc2ccc(F)cc2)nc2c(oc3ccccc32)c1=O	-12%	i	/	/	13%	0%	-9%	2%	-0.3%
OC(c1ccccc1)(c1nc(-c2cc(F)cc(F)c2)cs1)C(F)(F)F (centres undefined)	/	/	/	?	?	/	?	-106%	-1.1%[9.22 µM]
COCCNC(=O)CN(C(=O)Cn1nnc2ccccc21)c1ccc(C)c(F)c1	?	i	-3%	12%	6%	15%	-7%	-6%	0.2%
O=C(Nc1cccc(-c2nn[nH]n2)c1)c1ccc(Cl)s1	4%	i	1%	-9%	5%	6%	-2%	0%	-0.6%
CCOC(=O)c1sc(NC(=O)c2nc3nc(C)cc(C(F)F)n3n2)c(C(=O)OC(C)C)c1C	12%	i	/	/	2%	5%	6%	6%	-0.7%
CCC1(C(=O)OC)NC(c2cccc(F)c2)C2C(=O)N(C)C(=O)C21 (centres undefined)	6%	i	2%	-2%	-3%	-3%	10%	-1%	-0.2%
CCCn1nnc(NC(=O)c2sc3ccccc3c2Cl)n1	?	i	14%	-17%	11%	-1%	-15%	-4%	7.0%
CC(C)c1ccccc1OCCCCCNCCO	-13%	i	?	-1%	-11%	?	2%	-34%	0.2%
O=C(NCc1ccco1)c1ccc2c(=O)n(-c3ccccc3)c(=S)[nH]c2c1	-11%	i	5%	8%	4%	-2%	0%	-7%	-0.6%
Cc1cc(C(=O)NCc2cc(F)cc3c2OCOC3)nn1C	23%	i	-3%	1%	8%	0%	-4%	-159%	-0.2%
CCc1ccccc1OCc1nnc(N)s1	/	i	-4%	16%	1%	2%	0%	-3%	0.1%
COc1ccccc1-n1c(SCC(=O)N(C)C2CCS(=O)(=O)C2)nc2ccccc2c1=O (centres undefined)	-9%	?	2%	12%	-6%	0%	?	0%	-0.9%
Cc1ccc(CC(=O)NCC(C)C)cc1	/	i	-22%	2%	1%	0%	4%	-9%	-0.6%
O=C(NCCCn1ccnc1)/C(=C/c1cccnc1)NC(=O)c1ccco1	16%	i	0%	2%	/	-1%	-5%	1%	0.2%
COc1ccc(CNC(=O)c2cn(Cc3ccc(S(=O)(=O)N(C)C)cc3)c(=O)s2)cc1	/	i	/	9%	-23%	/	-15%	-19%	0.7%

Part of the list above, with two lines to a compound:
Sequence of screens – Nrf2 inh, S2 tox, MCF10A rereplic, EPAC2 antagonist, ATXN2 expr inh, A549 tox, TGFb SMAD3 inh, HepG2 tox, Nrf2 activator
O=C(NCc1ccco1)c1ccc2c(=O)n(-c3ccccc3)c(=S)[nH]c2c1
→ -11%, i, 5%, 8%, 4%, -2%, 0%, -7%, -0.6%
Cc1cc(C(=O)NCc2cc(F)cc3c2OCOC3)nn1C
→ 23%, i, -3%, 1%, 8%, 0%, -4%, -159%, -0.2%
CCc1ccccc1OCc1nnc(N)s1
→ /, i, -4%, 16%, 1%, 2%, 0%, -3%, 0.1%

Next section:
SMILES	Nrf2 inh	S2 tox	MCF10A rereplic	EPAC2 antagonist	ATXN2 expr inh	A549 tox	TGFb SMAD3 inh	HepG2 tox	Nrf2 activator
COc1ccccc1/C=C\C(=O)NCC(=O)N/N=C(/C)c1cccc([N+](=O)[O-])c1	?	i	13%	-22%	-23%	-10%	6%	-1%	2.9%
Cc1cc(C(=O)OCC(=O)Nc2c(F)cccc2F)c(C)n1-c1ccccc1	?	i	?	-11%	27%[11.3 µM]	?	2%	1%	5.2%
CN(C)S(=O)(=O)Nc1cccc(NC(=O)CC23CC4CC(CC(C4)C2)C3)c1	-25%	i	7%	-7%	-7%	-7%	-11%	-9%	-0.8%
O=C(Nc1ccc2c(c1)OCCO2)C1CCCN1C(=O)Nc1ccccc1 (centres undefined)	-5%	?	-2%	12%	-4%	-13%	-3%	-1%	0.1%
CC(C)N(Cc1cc2ccccc2[nH]c1=O)C(=O)c1cccc([N+](=O)[O-])c1	0%	i	22%	0%	1%	-5%	-1%	5%	-0.4%
Cc1sc2nc(CN(C(=O)NC3CCCCC3)C3CCCC3)[nH]c(=O)c2c1C	-16%	?	-3%	-10%	2%	-8%	8%	0%	-0.6%
O=C(c1ccc(-n2cncn2)c([N+](=O)[O-])c1)N1CCN(S(=O)(=O)c2c(F)cccc2F)CC1	10%	i	-2%	20%	-2%	-11%	?	6%	-0.9%
CCCc1nnc(SCC(=O)N2CCCC(C)C2)n1CCCOC (centres undefined)	0%	?	2%	-4%	-11%	-4%	-1%	2%	-0.5%
CCOC(=O)N1CCN(C(=O)c2ccc(Cl)c(S(=O)(=O)Nc3ccccc3)c2)CC1	/	i	-3%	-2%	-13%	-11%	-23%	0%	0.6%
O=C(N/N=C/C(Cl)=C/c1ccccc1)c1ccc2c(c1)OCO2	2%	i	?	4%	/	0%	8%	-54%	?
COc1cc2c(cc1NC(=O)C(C)Sc1cccc[n+]1[O-])oc1ccccc12 (centres undefined)	?	i	1%	-12%	0%	1%	?	-36%	11%
COc1nn(CC(=O)N2N=C(C)CC2(O)C(F)(F)F)cc1[N+](=O)[O-] (centres undefined)	-5%	i	1%	-1%	1%	-8%	-17%	9%	0.4%
O=C(NCCN1CCCC1)C1CC(=O)N(C2CCCCC2)C1 (centres undefined)	2%	i	-2%	3%	1%	-10%	9%	-9%	-0.1%
C=C1c2ccccc2S(=O)(=O)N(Cc2ccccc2)C1COCc1ccccc1 (centres undefined)	1%	i	?	-16%	0%	7%	?	-27%	-0.3%
CCOC(=O)Cn1c(=O)oc2cc(S(=O)(=O)NCCC(C)C)ccc21	1%	i	5%	5%	-9%	1%	-8%	-11%	-0.3%
CCOC(=O)C1CCN(C(=O)c2cc3cc4cc(OC)ccc4nc3o2)CC1	?	?	-1%	-1%	27%	0%	-6%	2%	0.3%
CCc1cc2c(-c3ccccc3)cc(=O)oc2cc1OC(C)C(C)=O (centres undefined)	6.5µM*	i	?	-8%	?	0%	?	-20%	6.0%
Nc1ccc(C(=O)N/N=C/c2c[nH]c3ccccc23)cc1	3%	i	-1%	-1%	/	0%	-5%	13%	0.2%
Cc1ccc(CSCCNC(=O)CN(c2ccccc2)S(C)(=O)=O)cc1	-22%	i	-4%	-9%	-22%	5%	-9%	-15%	2.2%
CC1(C)CC(=O)C2=C(C1)Oc1ncn3nc(-c4cccnc4)nc3c1C2c1ccccc1 (centres undefined)	4%	i	0%	15%	-11%	1%	5%	11%	0.3%
Cc1ccc(NC(=O)Cn2cc(S(=O)(=O)c3ccc(C)cc3)c(=O)c3cc(F)ccc32)cc1	?	i	?	3%	-5%	-14%	-3%	-3%	-1.1%
NC(=O)C1CCCN(C(=O)c2ccc(-c3cccc(Cl)c3Cl)o2)C1 (centres undefined)	?	i	9%	-3%	39%[activator]	7%	-7%	-16%	6.3%
COc1nc2ccccc2nc1N1CCN(Cc2ccc3c(c2)OCO3)CC1	0%	i	10%	0%	-36%	2%	-4%	4%	-0.3%
CCOc1cc(S(=O)(=O)N2CCC(c3nc4ccccc4s3)CC2)c(OCC)cc1S(=O)(=O)N1CCCCC1	-15%	i	?	3%	-13%	-9%	7%	8%	-0.2%
CCC(=O)N1N=C(c2ccc(NS(C)(=O)=O)cc2)CC1c1ccc(C)cc1 (centres undefined)	/	i	-16%	4%	9%	-2%	1%	-8%	2.8%
C[C@@H]1CN([C@@H](C)CO)S(=O)(=O)c2ccc(Br)cc2O[C@@H]1CN(C)S(=O)(=O)c1cn(C)cn1	/	?	/	-3%	4%	/	8%	6%	0.1%
Cc1ccccc1/C=N/NC(=O)Cc1ccc(Cl)cc1	3%	i	?	-1%	1%	-4%	-6%	-3%	1.0%
CCS(=O)(=O)N1CCC(C(=O)NCCc2ccccc2)CC1	12%	?	-10%	5%	1%	3%	2%	2%	-0.7%
CCC(=O)N1CCCC(C(=O)Nc2nc3ccccc3[nH]2)CC1 (centres undefined)	/	i	/	3%	27%	/	8%	-19%	2.1%[9.22 µM]
Cc1cc2c(cc(C(=O)OCC(=O)NC3CCCCC3)n2C)o1	-4%	i	26µM*	-5%	20%	0%	-7%	-2%	-0.2%
CC(=O)CCCC(NS(=O)(=O)CCC(Cl)(Cl)Cl)c1ccccc1 (centres undefined)	-23%	i	5%	-12%	-1%	-5%	10%	-30%	-1.1%
CCC12CN3CCN(CC(C3)/C1=N\NC(=O)c1ccc(C(C)(C)C)cc1)C2	1%	i	10%	9%	0%	5%	-7%	-2%	0.1%
COc1ccc(CNC(=O)c2cnc3sc(N4CCC(C)CC4)nn3c2=O)c(OC)c1	?	i	/	/	2%	7%	-15%	-19%	11%
Clc1cccc(Cc2c(-c3cccc(Br)c3)nc3c4ccccc4ccn23)c1	/	i	/	14%	9%	/	/	/	17%
Cc1nn(-c2ccc(Cl)c(Cl)c2Cl)c(=O)c2ccccc12	/	i	2%	?	-6%	?	4%	5%	0.6%
COc1ccc(CC(=O)Nc2cc(C)ccn2)cc1	/	i	11%	-2%	35%	-1%	-7%	4%	4.8%
CC(=O)N1N=C2c3ccccc3CCC2C1c1ccc(F)cc1 (centres undefined)	10%	/	?	?	1%	-5%	?	-26%	2.8%
COc1ccc(C#Cc2ccc(C3=CC(=O)CC(C)(C)C3=O)cc2)cc1	/	?	/	-7%	-17%	/	-4%	-31%	13%
CC(C)Cn1c2c(c(=O)[nH]c1=O)C(C(F)(F)F)(C(F)(F)F)N=C(CCC1CCCCC1)N2	?	?	16µM*	2%	?	-11%	5%	-5%	-0.6%
O=C(CSc1nccn1-c1cccc(Cl)c1)Nc1cccc(C(F)(F)F)c1	/	/	/	/	/	-8%	?	-32%	3.3%
CC(C)CCNc1nc2ccccc2nc1NS(=O)(=O)c1cccs1	?	i	?	-14%	-11%	-6%	-20%	-17%	-0.7%
O=C(OCC1OC(n2ncc(=O)[nH]c2=O)C(OC(=O)c2ccccc2)C1OC(=O)c1ccccc1)c1ccccc1 (centres undefined)	-4%	i	?	-18%	-20%	-5%	-18%	-24%	?

High-throughput results from PubChem BioAssay.
